Hep lipid drop = inhibitors of hepatocyte lipid droplet formation, primary screen, imaging, high-throughput imaging, BODIPY stain; AML12 mouse hepatocytes, oleate lipid droplets; inhibition, % at 6.5 µM; actives 0.4% (n = 240,000);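 active means lipid droplet intensity inhibited by at least 50%, with more than 500 cells counted; inconclusive means wells with under 300 cells, treated as cytotoxic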
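Test system: AML12 mouse liver cells; schedule: overnight exposure; technique: high-content imaging of BODIPY-stained droplets and DAPI nuclei; read-out: % inhibition of corrected integrated BODIPY droplet signal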
LYP inhibition = inhibitors of LYP phosphatase, biochemical, fluorescence intensity, uHTS (AID 1779). Tyrosine-protein phosphatase non-receptor type 22 (Homo sapiens). recombinant LYP phosphatase, fluorescence intensity; higher % means a stronger effect. inhibition, % at 11.5 µM, or IC50 in µM where a hit was titrated. actives 0.054% (n = 290,000);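 further: plate controls were vehicle with enzyme for no effect and no enzyme for full effect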
M17LAP inhibition = P. falciparum M17LAP inhibitors, primary screen, biochemical, fluorogenic H-Leu-NHMec substrate, 1536-well (AID 1619); recombinant M17LAP, H-Leu-NHMec fluorogenic kinetic assay; higher % means a stronger effect; actives 0.38% (n = 220,000); Leucine aminopeptidase (Plasmodium falciparum (isolate 3D7)); one-dose inhibition, % at 30 µM; IC50 in µM for titrated hits;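 active means compound inhibiting the enzyme by more than half at any dose during confirmatory dose-response retesting; inconclusive means strong single-dose inhibitors picked by rank but not retested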;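 further: plate controls were full reaction with DMSO carrier for no effect and no enzyme background for full effect; strong numbers were not always called active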
ER stress rescue = rescue of cells from ER stress-induced death, primary screen, 384-well, CSM14.1, thapsigargin, ATP luminescence (AID 1222) | 190,000 tested, under 10 active | CSM14.1 thapsigargin-induced death rescue, ATP luminescence; higher % means a stronger effect | cellular ATP content (survival), % at 20 µM; hits with a dose series show EC50 in µM;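 active means EC50 below 50 µM in the dose-response confirmation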;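 further: death triggered by thapsigargin at about 15 µM added after 2 h compound pretreatment; cell ATP read after overnight thapsigargin exposure of roughly 18 to 22 hours; normalized against plate controls of thapsigargin alone and 5% DMSO vehicle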
M1AAP inhibition = P. falciparum M1AAP inhibitors, biochemical, fluorogenic H-Leu-NHMec substrate, 1536-well (AID 1445). Aminopeptidase N (Plasmodium falciparum (isolate 3D7)). recombinant M1AAP, H-Leu-NHMec fluorogenic kinetic assay; higher % means a stronger effect. inhibition, % at 30 µM, or IC50 in µM where a hit was titrated. actives 0.42% (n = 220,000);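 active means primary inhibition above the hit cutoff, then over 50% inhibition at one or more dose response concentrations, cut at about 23% in these data, passing the limit was not always enough; inconclusive means conflicting primary data, or primary hits not chosen for dose response; inactive means low primary inhibition, or under 50% at every dose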;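 further: plate controls were DMSO full reaction for no effect and no enzyme background for full effect; strong numbers were not always called active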
HEK293 NOD2/NF-kB = NOD2 signaling inhibitors, cell-based, luminescence, uHTS, HEK293 (AID 1566). HEK293 NOD2/NF-kB luciferase reporter, luminescence; higher % means a stronger effect. inhibition, % at 4 µM; hits with a dose series show EC50 in µM. actives 0.63% (n = 290,000); further: many of its hits are not listed in these tables
AID2073 = inhibitors of Mint1-CaV2.2 protein interaction, biochemical, HTRF (AID 2073); actives 0.19% (n = 290,000); one-dose inhibition, % at 20 µM; IC50 in µM for titrated hits; Voltage-dependent N-type calcium channel subunit alpha-1B (Homo sapiens); HTRF protein-protein interaction, Mint1-CaV2.2; higher % means a stronger effect; in the data active means inhibition mostly above about 51%, no sharp cut-off; inconclusive means no clear call, values can overlap the other calls; inactive means mostly below about 53%; further: some results filed as inactive read as strong as hits
XIAP displacement = XIAP antagonists, biochemical, IAP family, fluorescence polarization (AID 1018); E3 ubiquitin-protein ligase XIAP (Homo sapiens); actives 0.007% (n = 200,000); XIAP BIR domain, fluorescence polarization peptide displacement; higher % means a stronger effect; one-dose displacement, % at 20 µM; IC50 in µM for titrated hits; in the data active means displacement above about 50%; further: a part of the inactive calls stands beside numbers as strong as those of hits
SIAH1 antagonists = Siah-1 peptide-binding antagonists, primary screen, biochemical, fluorescence polarization, rhodamine-plectin, uHTS (AID 1817); E3 ubiquitin-protein ligase SIAH1 (Homo sapiens); actives 0.02% (n = 290,000); Siah-1 / rhodamine-plectin peptide fluorescence polarization; higher % means a stronger effect; one-dose displacement, % at 20 µM; IC50 in µM for titrated hits;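 active means displacement of at least 50% at 20 µM, with a fluorescence ratio check between 0.3 and a set limit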;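 further: plate controls were Siah plus tracer with DMSO for no effect and tracer alone without Siah for full effect; strong numbers were not always called active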
Hep lipid drop cells 6.5 µM = also measured in Hep lipid drop; calls as there; cell count; measured here: cell count, cytotoxicity flag;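 cells counted across two imaged fields per well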
The depositor's hits bear a star. Unless noted, no stated cut-off is given here; in the data, active means inhibition above about 50%; inactive means the rest.

`COc1cccc2c(C)c(C(=O)O)[nH]c12` gave Hep lipid drop -2, LYP inhibition 6%, M17LAP inhibition 19%, ER stress rescue -0.8%, M1AAP inhibition 2%, HEK293 NOD2/NF-kB 45%, AID2073 39%, XIAP displacement -2.9%, SIAH1 antagonists 18% and Hep lipid drop cells 6.5 µM 730.
For COCC(C)NCc1cccc(OC)c1OC (stereo unspecified) the results were LYP inhibition -13%, M17LAP inhibition 2%, ER stress rescue -0.8%, M1AAP inhibition 5%, HEK293 NOD2/NF-kB 29%, AID2073 1%, XIAP displacement -8.3% and SIAH1 antagonists -2%.
For CCN(CC)S(=O)(=O)c1ccc(C(=O)Nc2nnc(NC(=S)Nc3ccccc3)s2)cc1 the results were Hep lipid drop 2, LYP inhibition 4%, M17LAP inhibition 2%, M1AAP inhibition 5%, HEK293 NOD2/NF-kB -28%, AID2073 19%, SIAH1 antagonists -4% and Hep lipid drop cells 6.5 µM 740.
For COc1ccccc1CNC(=O)c1c(-c2ccccc2Cl)noc1C the results were Hep lipid drop -9, LYP inhibition -7%, HEK293 NOD2/NF-kB 17%, AID2073 7%, SIAH1 antagonists 6% and Hep lipid drop cells 6.5 µM 768.
`Nc1cnn(Cc2ccccc2F)c1` gave Hep lipid drop 0, LYP inhibition -6%, M17LAP inhibition 4%, ER stress rescue 1.3%, M1AAP inhibition 1%, HEK293 NOD2/NF-kB -11%, AID2073 22%, XIAP displacement -3.0%, SIAH1 antagonists 5% and Hep lipid drop cells 6.5 µM 625.
O=C(NCc1ccc(F)cc1)C1C2C=CC3(CN(Cc4cccnc4)C(=O)C13)O2 (stereo unspecified) was read as LYP inhibition 3%, M17LAP inhibition 0%, ER stress rescue 0.2%, M1AAP inhibition 0%, HEK293 NOD2/NF-kB 0%, AID2073 0%, XIAP displacement -1.0% and SIAH1 antagonists 2%.
CCCc1cc(=O)n2[nH]c(NCc3cccs3)nc2n1 was read as Hep lipid drop -2, LYP inhibition -7%, M17LAP inhibition 9%, ER stress rescue -1.1%, M1AAP inhibition 2%, HEK293 NOD2/NF-kB -12%, AID2073 6%, XIAP displacement -0.2%, SIAH1 antagonists -6% and Hep lipid drop cells 6.5 µM 765.
CC(=O)Nc1ccc2c(COC(=O)CC3Sc4ccccc4NC3=O)cc(=O)oc2c1 (stereo unspecified) was read as Hep lipid drop 0, LYP inhibition -6%, M17LAP inhibition 1%, ER stress rescue 0.6%, M1AAP inhibition 9%, HEK293 NOD2/NF-kB 6%, AID2073 46%, XIAP displacement -0.4%, SIAH1 antagonists -18% and Hep lipid drop cells 6.5 µM 689.
`COc1ccc(Cl)cc1NC(=S)NN1CCOCC1` gave Hep lipid drop 3, LYP inhibition -4%, M17LAP inhibition -5%, ER stress rescue 0.0%, M1AAP inhibition 1%, HEK293 NOD2/NF-kB 10%, AID2073 -6%, XIAP displacement -5.6%, SIAH1 antagonists 0% and Hep lipid drop cells 6.5 µM 684.
`O=C(NCc1ccco1)c1ccc2c(c1)N(Cc1ccccc1)CCS2` gave Hep lipid drop -27, LYP inhibition -10%, M17LAP inhibition -15%, M1AAP inhibition 17%, HEK293 NOD2/NF-kB -56%, AID2073 19%, SIAH1 antagonists 2% and Hep lipid drop cells 6.5 µM 683.
Screening COc1ccc2cc3cc(C(=O)NCCc4ccc(OC)c(OC)c4)oc3nc2c1 returned LYP inhibition -3%, M17LAP inhibition -14%, ER stress rescue 2.2%, M1AAP inhibition 11%, HEK293 NOD2/NF-kB 7.8µM*, AID2073 -2%, XIAP displacement -3.2% and SIAH1 antagonists -5%.
`Cc1n[nH]c(=O)n1-c1cccc(C(F)(F)F)c1` gave LYP inhibition 1%, M17LAP inhibition 10%, ER stress rescue -0.3%, M1AAP inhibition 2%, HEK293 NOD2/NF-kB 20%, AID2073 -6%, XIAP displacement -3.3% and SIAH1 antagonists 0%.
O=S(=O)(Nc1ccc2ccccc2n1)c1ccc2c(c1)CCO2 was read as Hep lipid drop -5, LYP inhibition -1%, M17LAP inhibition 3%, M1AAP inhibition 15%, HEK293 NOD2/NF-kB 8%, AID2073 -1%, SIAH1 antagonists 0% and Hep lipid drop cells 6.5 µM 756.
For CCN1CCN(S(=O)(=O)c2ccc(S(=O)(=O)N(CC)Cc3ccccc3)cc2)CC1 the results were Hep lipid drop 6, LYP inhibition -2%, M17LAP inhibition 11%, M1AAP inhibition 2%, HEK293 NOD2/NF-kB 10%, AID2073 2%, XIAP displacement 0.7%, SIAH1 antagonists 1% and Hep lipid drop cells 6.5 µM 731.
Screening O=C(Nc1ccccn1)c1ccc(S(=O)(=O)c2ccc(Cl)cc2)cc1 returned Hep lipid drop -12, LYP inhibition -5%, M17LAP inhibition 8%, ER stress rescue 1.2%, M1AAP inhibition 1%, HEK293 NOD2/NF-kB 0%, AID2073 11%, XIAP displacement -6.8%, SIAH1 antagonists 5% and Hep lipid drop cells 6.5 µM 708.
Screening CCOC(=O)CNc1c(-c2ccc(F)cc2)nc2cnccn12 returned Hep lipid drop -2, LYP inhibition -9%, M17LAP inhibition -426%, ER stress rescue -3.4%, M1AAP inhibition 30%, HEK293 NOD2/NF-kB -2%, AID2073 inconclusive, XIAP displacement -6.6%, SIAH1 antagonists -2% and Hep lipid drop cells 6.5 µM 733.
`COc1cccc(OC)c1C(=O)N1CCN(c2c(Cc3ccccc3)c(C)nc3ncnn23)CC1` gave LYP inhibition -3%, M17LAP inhibition 0%, ER stress rescue 0.5%, M1AAP inhibition 8%, HEK293 NOD2/NF-kB 49%, AID2073 6%, XIAP displacement -2.4% and SIAH1 antagonists -2%.
CCOC(=O)N1CCC(N(CCN(C)C)C(=S)Nc2ccccc2OC)CC1 was read as Hep lipid drop -2, LYP inhibition -11%, M17LAP inhibition 3%, ER stress rescue -0.5%, M1AAP inhibition 6%, HEK293 NOD2/NF-kB 20%, AID2073 0%, XIAP displacement -2.7%, SIAH1 antagonists 2% and Hep lipid drop cells 6.5 µM 793.
`O=CNC1CCCc2c1[nH]c1ccc(Cl)cc21` (stereo unspecified) gave LYP inhibition -10%, M17LAP inhibition 0%, ER stress rescue -0.2%, M1AAP inhibition 6%, HEK293 NOD2/NF-kB 11%, AID2073 -1%, XIAP displacement -2.3% and SIAH1 antagonists -3%.
Screening COc1ccc(NS(=O)(=O)c2cc(Br)cc3c2N(C(C)=O)CC3)cc1 returned Hep lipid drop -6, LYP inhibition -5%, HEK293 NOD2/NF-kB -18%, AID2073 -9%, SIAH1 antagonists -1% and Hep lipid drop cells 6.5 µM 779.
Screening O=C1NC(=O)C(c2ccccc2[N+](=O)[O-])=C1Nc1ccc(O)c(Cl)c1 returned Hep lipid drop -17, LYP inhibition -1%, HEK293 NOD2/NF-kB 1%, AID2073 -21%, SIAH1 antagonists 10% and Hep lipid drop cells 6.5 µM 785.
For O=C(/C=C/c1ccc(Cl)c([N+](=O)[O-])c1)Nc1ccc(NC(=O)c2ccco2)cc1 the results were Hep lipid drop -20, LYP inhibition -2%, M17LAP inhibition -4%, ER stress rescue -0.4%, M1AAP inhibition 1%, HEK293 NOD2/NF-kB 0%, AID2073 45%, XIAP displacement 4.8%, SIAH1 antagonists 7% and Hep lipid drop cells 6.5 µM 541.
`O=C(NCCc1ccccc1)NC(Cc1ccccc1)C(=O)O` (stereo unspecified) gave Hep lipid drop -10, LYP inhibition -9%, HEK293 NOD2/NF-kB 2%, AID2073 -3%, SIAH1 antagonists 3% and Hep lipid drop cells 6.5 µM 822.
`O=C(Nc1nccs1)C1CC(=O)N(c2ccc(Cl)cc2)C1` (stereo unspecified) gave Hep lipid drop 8, LYP inhibition -4%, M17LAP inhibition 6%, ER stress rescue -0.7%, M1AAP inhibition 6%, HEK293 NOD2/NF-kB 8%, AID2073 3%, XIAP displacement -5.3%, SIAH1 antagonists 8% and Hep lipid drop cells 6.5 µM 680.
Screening CCOC(=O)C1(CCCc2ccccc2)CCN(Cc2cnc(C)s2)CC1 returned Hep lipid drop -8, LYP inhibition -9%, M17LAP inhibition 14%, ER stress rescue 7.0%, M1AAP inhibition -2%, HEK293 NOD2/NF-kB 10%, AID2073 -4%, XIAP displacement -0.3%, SIAH1 antagonists 3% and Hep lipid drop cells 6.5 µM 711.
For Cc1nn(-c2ccccc2)c(Cl)c1/C=N/Nc1ccc(S(=O)(=O)Nc2ccccc2C(=O)O)cc1[N+](=O)[O-] the results were LYP inhibition -2%, M17LAP inhibition 23%, ER stress rescue 1.7%, M1AAP inhibition inconclusive, HEK293 NOD2/NF-kB 40%, AID2073 4%, XIAP displacement -3.9% and SIAH1 antagonists 8%.
Screening O=C(COC(=O)[C@H](Cc1c[nH]c2ccccc12)NC(=O)c1cccs1)NCc1ccccc1 returned Hep lipid drop 4, LYP inhibition -3%, M17LAP inhibition 2%, ER stress rescue 0.0%, M1AAP inhibition -1%, HEK293 NOD2/NF-kB 14%, AID2073 7%, XIAP displacement -5.9%, SIAH1 antagonists 1% and Hep lipid drop cells 6.5 µM 641.
For CCOC(=O)c1c(C)[nH]c(C)c1S(=O)(=O)N(C)CC(=O)N(C)Cc1ccccc1 the results were Hep lipid drop 10, LYP inhibition -14%, HEK293 NOD2/NF-kB 16%, AID2073 7%, SIAH1 antagonists -3% and Hep lipid drop cells 6.5 µM 776.
For Cc1cc(C)c2cc(CN(Cc3cccs3)Cc3nnnn3CC3CCCO3)c(=O)[nH]c2c1 (stereo unspecified) the results were Hep lipid drop -7, LYP inhibition 2%, M17LAP inhibition 10%, ER stress rescue -0.9%, M1AAP inhibition 3%, HEK293 NOD2/NF-kB 7%, AID2073 6%, XIAP displacement -1.4%, SIAH1 antagonists 1% and Hep lipid drop cells 6.5 µM 787.
Screening O=C(c1cc(-c2ccccc2Cl)nc2ccc(Br)cc12)N1CCN(c2ccccn2)CC1 returned Hep lipid drop -39, LYP inhibition -2%, HEK293 NOD2/NF-kB 28%, AID2073 28%, SIAH1 antagonists -4% and Hep lipid drop cells 6.5 µM 635.
For COCc1ccc(C(=O)Nc2ccccc2C(=O)NCc2cccnc2)cc1 the results were Hep lipid drop 4, LYP inhibition -13%, HEK293 NOD2/NF-kB -3%, AID2073 inconclusive, SIAH1 antagonists 2% and Hep lipid drop cells 6.5 µM 758.
Screening CCOC(=O)C1CCN(S(=O)(=O)c2ccc3c4c2CC(=O)N4CC(C)S3)CC1 (stereo unspecified) returned Hep lipid drop 0, LYP inhibition -11%, HEK293 NOD2/NF-kB 22%, AID2073 -4%, SIAH1 antagonists -2% and Hep lipid drop cells 6.5 µM 705.

Assay outcomes: PubChem BioAssay, several laboratories

The list is partial; count on the stated rates, not on these rows.
